Assay outcomes as filed in PubChem BioAssay.
Insulin prom inh = TRM-6 insulin promoter activity inhibition; TRM-6 cells (human fetal islet line), insulin promoter-eGFP reporter, imaging; reporter expression induced with tamoxifen; inhibition, % at 2 µM; 0.9% of 130,000 active; AID 1273;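 active = inhibition above the mean plus 3 SD, with well images judged a real hit on visual review, cut at about 60% in these data, passing the limit was not always enough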
SDO1 yeast rescue = sdo1-depleted yeast growth rescue | S. cerevisiae sdo1-depleted JHY4D growth rescue, OD600 30 h; stronger effect = higher value; pdr5 snq2 efflux-pump mutant strain | z-score at 10 µM | 0.21% of 140,000 active | AID 817;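 active = z-score above 3 at both the 24 hr and the 30 hr optical density reads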;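 also: z-score against mean and SD of all compound wells on the same plate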
SDO1 yeast rescue Rescue 24 h = recorded beside SDO1 yeast rescue, whose call it bears; z-score; S. cerevisiae sdo1-depleted JHY4D growth rescue, OD600; measured here: growth rescue at 24 h;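 0 is the plate mean of compound wells and units are plate SD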
Numbers without * were called inactive; · = not tested or not shown; & = joins results of further samples. This is a subset; the hit share may differ from the screen's.

SMILES	Insulin prom inh	SDO1 yeast rescue	SDO1 yeast rescue Rescue 24 h
CCC(=O)N(Cc1ccco1)C1CC(=O)N(c2ccccc2)C1=O (stereo not given)	·	1.2	0.22
CSc1ccc(C2c3[nH]c4ccccc4c3CCN2C(=O)c2ccnn2C)cc1 (stereo not given)	5	·	·
O=C(CN1C(=O)CSC1=O)Nc1ccc(F)c(F)c1F	·	-0.64	-1
CCOc1ccc(N2C(=O)c3cccnc3C2Nc2ccc(Cl)cc2)cc1 (stereo not given)	-50	-1.6	-0.63
CCn1cc(C(=O)N2CCN(c3ccc([N+](=O)[O-])cc3)CC2)c(=O)c2ccc(C)nc21	-41	·	·
CCS(=O)(=O)Nc1cccc(C(=O)CC2(O)C(=O)Nc3ccccc32)c1 (stereo not given)	3	1.8	2.1
CC(C)Oc1ccc(C(CC(=O)O)NC(=O)c2cccs2)cc1 (stereo not given)	19	1.8	2
CCOc1ccc2nc(N3CCCC(C(=O)N4CCN(CC)CC4)C3)sc2c1 (stereo not given)	·	1.4	1.9
O=C1CC(c2cccs2)c2cc3c(cc2N1)OCO3 (stereo not given)	-15	-0.26	-0.58
Cc1cccc(C)c1NC(=O)CCS(=O)(=O)c1cccc2nsnc12	54	0.97	0.99
O=c1[nH]c(Nc2nc3ccccc3o2)nc2c1CCCC2	·	-0.37	0.26
COc1ccc(C)cc1NC(=O)CSc1nnc(-c2ccco2)n1N	-14	0.59	-0.23
CCOn1c(SCC)nc2ccccc2c1=O	32	-1.3	-1.2
CN(CCO)c1ccc([N+](=O)[O-])cc1C(=O)O	4	0.46	0.2
CCN(CC)S(=O)(=O)c1cccc(C(=O)N/N=C/c2cc(OC)c(O)c(OC)c2)c1	·	0.27	-0.54
C#CCOC(=O)c1ccccc1C(=O)OCC#C	-100	1.7	0.68
COc1cc(C2c3c(-c4cc(Cl)c(C)cc4O)n[nH]c3C(=O)N2Cc2cccnc2)ccc1O (stereo not given)	·	0	-0.72
COc1ccc(OCC(O)Cn2c(Nc3cccc(C)c3)nc3c2c(=O)n(C)c(=O)n3C)cc1 (stereo not given)	0	-0.03	-0.49
CCOC(=O)C1(CC2CC2)CCN(Cc2ccc(OC)cc2F)CC1	-5	·	·
CC(Sc1nncn1C)C(=O)Nc1ccc(Cl)cn1 (stereo not given)	-38	1	0.58
Cn1c(=O)[nH]c(=O)c2c1nc(Br)n2CCC(=O)c1ccccc1	·	-0.25	-0.33
CCOC(=O)c1c(NC(=S)NC(C)=O)sc(C)c1C	·	-1.1	-1.2
COc1ccc(CCNC(=O)CN2CCOc3ccccc32)cc1OC	-50	0.01	-0.73
CC(C)c1ccc(/C=N/NC(=O)CN(c2cccc(Cl)c2Cl)S(C)(=O)=O)cc1	·	-0.68	-0.83
O=C(CSc1ncnc2c1oc1ccccc12)Nc1cccc(C(F)(F)F)c1	·	-2.3	-1.7

Record cards, from the list above. Order of screens: Insulin prom inh, SDO1 yeast rescue, SDO1 yeast rescue Rescue 24 h
`CC(C)c1ccc(/C=N/NC(=O)CN(c2cccc(Cl)c2Cl)S(C)(=O)=O)cc1` across the screens: ·, -0.68, -0.83
`CN(CCO)c1ccc([N+](=O)[O-])cc1C(=O)O` across the screens: 4, 0.46, 0.2
`Cc1cccc(C)c1NC(=O)CCS(=O)(=O)c1cccc2nsnc12` across the screens: 54, 0.97, 0.99
`CCOc1ccc(N2C(=O)c3cccnc3C2Nc2ccc(Cl)cc2)cc1` (stereo not given) across the screens: -50, -1.6, -0.63
`COc1cc(C2c3c(-c4cc(Cl)c(C)cc4O)n[nH]c3C(=O)N2Cc2cccnc2)ccc1O` (stereo not given) across the screens: ·, 0, -0.72

Later entries:
SMILES	Insulin prom inh	SDO1 yeast rescue	SDO1 yeast rescue Rescue 24 h
CN(C)/C=N/c1nc2nccc(-c3ccccn3)n2n1	-14	·	·
O=S(=O)(c1cccc2cccnc12)N1CCN(c2ccccc2)CC1	-26	-1	-1.4
O=C1C(c2ccc(F)cc2)N(Cc2ccc3c(c2)OCO3)C(=O)CN1C1CCCCCC1 (stereo not given)	29	0.08	1.1
CC1CCCN(c2nc3ccccc3nc2C(C#N)S(=O)(=O)c2ccccc2)C1 (stereo not given)	·	-0.94	0.53
Cc1onc(-c2ccccc2)c1C(=O)Nc1nc(-c2cc(F)ccc2F)cs1	·	-1.1	-0.29
CC1=NC(C)(C)Cc2ccccc21	16	0.2	0.03
CC(C)CN(CC(C)C)S(=O)(=O)N1CCC(C(=O)NCc2cccs2)CC1	15	-0.62	0.03
COC(=O)CCC(=O)NC(=S)Nc1cc(Cl)ccc1Cl	·	-0.99	-0.39
COc1cc(C(c2c(C)[nH][nH]c2=O)c2c(C)[nH][nH]c2=O)ccc1OC(=O)c1cccc([N+](=O)[O-])c1	9	0.86	0.2
O=C(CSc1ncn(-c2ccccc2)n1)Nc1nncs1	0	·	·
O=C(Nc1ccc(-c2noc(CCc3ccccc3)n2)cc1)c1ccco1	·	-1.6	-0.68
Cc1onc(-c2ccccc2Cl)c1C(=O)Nc1ccc(-n2nncc2C(C)(C)C)cc1	-64	0.27	0.35
Cc1nc(SC(C(=O)c2ccccc2)c2ccccc2)nc2ccccc12 (stereo not given)	-13	-0.62	0.43
O=C(NCCCn1ccnc1)/C(=C\c1cccnc1)NC(=O)c1ccccc1F	29	·	·
CCn1c(CC(=O)Nc2cccc(Cl)c2Cl)nnc1SCCOc1ccc(OC)cc1	43	-0.55	-0.56
CC(C)CNC(=O)C1CC(=O)OC12CCCCC2 (stereo not given)	-91	0.42	-0.2
Cc1ccc(-c2cc(C(F)F)n3ncc(C(=O)NCc4ccco4)c3n2)cc1	·	-0.26	0.64
CCOc1ccc(C(c2c(C)[nH][nH]c2=O)c2c(C)[nH][nH]c2=O)cc1OCC	-30	0.58	1.1
Cc1ccc(NC(/C=C/N(C)C)=C/C(=O)C(F)(F)F)c(C)c1	52	·	·
Cc1cc(C)c2nc(-c3ccco3)cc(C(=O)O)c2c1	-13	·	·
O=S1(=O)CCN2C=C(Br)C=C(Br)C2=N1	13	-0.2	-0.75
O=C1C2ON(c3ccccc3)C(c3ccncc3)C2C(=O)N1c1ccc(Br)cc1 (stereo not given)	-23	0.76	0.45
O=C(CN1CCCCCC1)N1c2ccccc2Sc2ccccc21	14	·	·
CC(C)CC(COCc1cccc(Cl)c1)N1CCN(C(=O)c2cccc(C(F)(F)F)c2)CCC1=O (stereo not given)	-5	0.02	0.06
COc1cc2c(cc1OC)C(c1ccncc1)CC(=O)N2 (stereo not given)	46	2.8	1.7
Later entries.
SMILES	Insulin prom inh	SDO1 yeast rescue	SDO1 yeast rescue Rescue 24 h
O=S(=O)(/C=C/c1ccccc1)N1CCN(c2ccc(F)cc2)CC1	12	0.04	0.12
COc1ccc(-c2nsc(SCC(=O)Nc3ccc4c(c3)OCO4)n2)cc1	4	0.5	1.7
CC(C)Cn1c(-c2ccco2)n[nH]c1=S	30	0.22	0.01
CN(C)c1nc(SCc2ccccc2)nc(N2CCOCC2)n1	11	-0.48	-0.37
Cc1ccccc1NC(=O)Nc1cccs1	19	-0.34	-0.83
Nc1[nH]ncc1N=Nc1ccc(Cl)cc1	16	-0.35	-1.4
COc1ccc(NC(=O)CSc2nc3ccccc3c(=O)n2CCNC(C)=O)cc1	·	0.75&0.74	0.54&0.65
Cc1ccc(-c2cc(=O)[nH]c3ccccc23)cc1	62	·	·
NC(=O)CCc1c[nH]c2ccccc12	·	0.95	0.28
Cc1cc(C(=O)CSc2nnc(-c3cccnc3)n2-c2ccccc2)c(C)n1CC1CCCO1 (stereo not given)	-16	0.95	0.24
COc1ccccc1-c1ccc(NC2CCCC2)nn1	-419	-0.37	-0.29
Cn1c(SCC(=O)N2CCCC2=O)nnc1-c1ccccc1F	9	·	·
Cc1ccc(C2CC(=O)NC(SCC(=O)OCc3ccccc3)=C2C#N)o1 (stereo not given)	17	-1.5	-0.44
COc1ccc(-c2c(C)oc3cc(O)cc(O)c3c2=O)cc1OC	-10	-0.56	-0.89
Oc1ccccc1-c1cc(-c2cccc(F)c2)n[nH]1	24	-2.8	-2.3
Cc1cc2cc(CNC(=S)Nc3ccc(OC(F)(F)F)cc3)ccc2n1C	7	0.39	0.15
Cc1ccc(OCCCC(=O)Nc2nncs2)cc1	·	-0.06	-0.58
COc1ccc2[nH]cc(C(=O)CN3CCCCC3C)c2c1 (stereo not given)	·	0.36	0.26
CCN(Cc1ccccc1)c1ccc(/C=N/NS(=O)(=O)c2cccc([N+](=O)[O-])c2)cc1	-23	-0.13	0.37
Cc1ccccc1OCc1nc(-c2ccc(-n3cccc3)cc2)no1	·	0.32	-0.04
CC(C)n1c(CCC(=O)O)ccc1-c1ccccc1	·	0.97	0.73
CCCCOc1cccc(-c2nnc(N)s2)c1	11	-0.49	1.2
Cc1ccc(Nc2nc(N)nc(CN3CCCCCC3)n2)cc1	3	1.2	0.48
COc1cc(CNCc2ccncc2)cc(Br)c1OCc1ccccc1F	·	-1.9	-1.1
O=C(Cn1cnc2c(cnn2-c2ccc(F)cc2)c1=O)NCC1CCCO1 (stereo not given)	-71	0.34	0.29

The list goes on; the last three above are carried over.
SMILES	Insulin prom inh	SDO1 yeast rescue	SDO1 yeast rescue Rescue 24 h
Cc1ccc(Nc2nc(N)nc(CN3CCCCCC3)n2)cc1	3	1.2	0.48
COc1cc(CNCc2ccncc2)cc(Br)c1OCc1ccccc1F	·	-1.9	-1.1
O=C(Cn1cnc2c(cnn2-c2ccc(F)cc2)c1=O)NCC1CCCO1 (stereo not given)	-71	0.34	0.29
COc1ccc(CN(Cc2nc3ccccc3c(=O)[nH]2)C(=O)C(C)(C)C)cc1	13	0.38	0.18
CC(C)CCNC(=O)C(c1ccco1)N(Cc1ccc(F)cc1)C(=O)c1snc(C(N)=O)c1N (stereo not given)	-39	-0.43	0.2
CCC[n+]1c(C)sc2c(OC)ccc(OC)c21	17	·	·
CC(=O)Nc1ccc(OCC(O)CN2C(C)(C)CC(O)CC2(C)C)cc1 (stereo not given)	-3	-0.13	-0.63
CCOc1ccc(N2C(=O)C3Sc4[nH]c(=O)sc4C(/C=C/c4ccccc4)C3C2=O)cc1 (stereo not given)	·	0.76	0.97
Cc1ccc(C(=O)NC(=S)Nc2cccc(-c3nc4ccccc4s3)c2)cc1	·	-0.78	-0.27
O=C(COC(=O)CCc1nc2ccccc2n1-c1ccccc1)Nc1ccc(N2CCCCC2)cc1	·	-0.26	0.27
CCc1cc(-c2n[nH]c(C)c2Oc2ccc(C(C)C)cc2)c(O)cc1O	14	-1.6	-0.99
CCCS(=O)(=O)N1CCCC(C(=O)N2CCN(c3ccccn3)CC2)C1 (stereo not given)	·	0.81	0.7
COc1ccc(-c2cc(C(=O)Nc3cccc(C(C)=O)c3)no2)cc1	0	-0.06	0.59
C/C(=C\C(=O)c1ccc(C)cc1)Nc1cccc(O)c1	-24	0.57	0.56
COc1ccc(C(=O)N2CCc3cc(OC)c(OC)cc3C2)cc1OC	·	0.56	0.26
COc1ccc(CC(=O)Nc2ccc(S(=O)(=O)Nc3nccc(C)n3)cc2)cc1	-31	-0.38	-0.32
Fc1ccccc1CSc1ncnc2c1oc1ccccc12	·	-1.2	0.22
O=C(NCCCN1CCCC1=O)c1cc(=O)c2ccccc2o1	·	-1	0.06
O=C(NCC(F)(F)F)N1CCOCC1	-30	1	0.61
CCC(=O)Nc1nnc(SCc2ccccc2F)s1	-31	·	·
COc1ccccc1NC(=O)COC(=O)C12CC3CC(CC(Cl)(C3)C1)C2	-11	·	·
CC(C)(C)NC(=O)NC(=O)COC(=O)c1nc(-c2ccccc2)n(-c2cccc(C(F)(F)F)c2)n1	40	-0.55	-1.6
CSC1=C(C#N)C(CC(C)C)C(C(C)=O)=C(C)N1 (stereo not given)	·	-0.93	-1.1
COc1cccc(-n2c(=S)sc3c(=O)n(-c4ccccc4OC)c(SCC4OCCO4)nc32)c1	25	·	·
O=C(c1ccccc1)c1cnc(-c2ccc(Cl)cc2)s1	5	-1.1	-0.26
CN(c1ccc(C(=O)NCCc2ccccc2)cc1)S(C)(=O)=O	61	0.57	0.52
CC(c1nnc(SCn2nnc3ccccc3c2=O)n1-c1ccc(Cl)cc1)N(C)C (stereo not given)	-6	-2	-0.43
COC(=O)N[C@H](CC(C)=O)c1cccc(C(F)(F)F)c1	0	-0.29	-0.29

A run of entries from the list above, as a working copy:
SMILES	Insulin prom inh	SDO1 yeast rescue	SDO1 yeast rescue Rescue 24 h
COc1ccc(CN(Cc2nc3ccccc3c(=O)[nH]2)C(=O)C(C)(C)C)cc1	13	0.38	0.18
CC(C)CCNC(=O)C(c1ccco1)N(Cc1ccc(F)cc1)C(=O)c1snc(C(N)=O)c1N (stereo not given)	-39	-0.43	0.2
CCC[n+]1c(C)sc2c(OC)ccc(OC)c21	17	·	·

Further entries follow.
SMILES	Insulin prom inh	SDO1 yeast rescue	SDO1 yeast rescue Rescue 24 h
O=C(Nc1ccon1)c1cccc(Cl)c1	-14	0.14	0.42
Cc1sc(NC(=O)CSc2nnnn2C2CCCC2)c(C#N)c1C	·	-0.85	-1.1
CC(Oc1ccccc1)C(=O)Nc1cccc([N+](=O)[O-])c1 (stereo not given)	52	·	·
Cc1c(C=O)c2ccccc2n1CC(=O)NCc1ccc2c(c1)OCO2	0	·	·
CC(=O)c1c(N2CCCC2)nc(=S)n(-c2ccccc2)c1C	-32	0.59	0.63
O=C(CSCc1ccc([N+](=O)[O-])cc1)NC1CC2CCC1C2 (stereo not given)	·	0.03	-1.4
O=C(O)CSc1cccc2cccnc12	17	0.34&0.77	-0.99&0.73
Cc1ccc(-n2c3nc(=O)[nH]c(=O)c-3cc3cc([N+](=O)[O-])ccc32)cc1	63	0.48	0.59
CCOc1ccccc1NC(=O)CN(c1ccc(OC)cc1OC)S(=O)(=O)c1ccccc1[N+](=O)[O-]	-15	·	·
CCCCNC(=O)n1c(SC)nc2ccccc21	57	1.2	1.4
